Screens: PubChem, several laboratories
SSB-PriA inh – blocks PriA binding to SSB C-terminal tail. AlphaScreen SSBct-PriA binding, biotinylated peptide. inhibition, % at 33 µM. actives 0.6% (n = 430,000). AID 1272365; in the data active = inhibition mostly above about 37%, no sharp cut-off; inactive = mostly below about 20%;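 note: plate controls were negative control peptide for no effect and reference peptide for full effect; strong numbers were not always called active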
Yp Topo-I inh – Y. pestis Topo-I inhibition via cleavage products; Y. pestis Topo-I cleavage product accumulation, plate reader; activity, % at 10 µM; actives 0.064% (n = 360,000); AID 504884; in the data active = activity above about 50%, passing the limit was not always enough; note: inactives centre near 2
MazF activator – activators of E. coli MazEF toxin-antitoxin RNase; AID 504720; actives 0.32% (n = 350,000); activation, % at 20 µM; FAM/BHQ RNA-DNA oligo cleavage fluorescence, 5 h; P0AE70; in the data active = activation above about 50%
Target sequence (P0AE70 whole entry, looked up): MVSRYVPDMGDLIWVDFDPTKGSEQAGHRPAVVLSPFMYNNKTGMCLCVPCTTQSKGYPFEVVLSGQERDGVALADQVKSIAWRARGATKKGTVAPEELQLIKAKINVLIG
PrPC surface inh – inhibitors of human cell surface prion protein PrPC; TR-FRET read-out; inhibition, % at 13.8 µM; actives 0.43% (n = 370,000); in the data active = inhibition above about 24%; note: 0% = median of the test wells and 100% = reference compound wells
BH1578 lux ind – inducers of Vibrio cholerae quorum light production without autoinducers; actives 0.16% (n = 350,000); V. cholerae BH1578 lux reporter, luminescence, 6 h; activation, % at 18.7 µM; AID 588436; in the data active = activation mostly above about 9.7%, no sharp cut-off; note: not every result past the cut was called active; inactives centre near 0; reference of the scale not given here
Rv3671c protease – inhibitors of M. tuberculosis serine protease Rv3671c | inhibition, % at 5.96 µM | actives 0.048% (n = 320,000) | AID 2606; in the data active = inhibition above about 38%;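 note: extracellular domain of Rv3671c used as enzyme; 0% = enzyme with DMSO and 100% = no enzyme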
Target sequence (P9WHR9 whole entry, looked up, the tested form may be a part): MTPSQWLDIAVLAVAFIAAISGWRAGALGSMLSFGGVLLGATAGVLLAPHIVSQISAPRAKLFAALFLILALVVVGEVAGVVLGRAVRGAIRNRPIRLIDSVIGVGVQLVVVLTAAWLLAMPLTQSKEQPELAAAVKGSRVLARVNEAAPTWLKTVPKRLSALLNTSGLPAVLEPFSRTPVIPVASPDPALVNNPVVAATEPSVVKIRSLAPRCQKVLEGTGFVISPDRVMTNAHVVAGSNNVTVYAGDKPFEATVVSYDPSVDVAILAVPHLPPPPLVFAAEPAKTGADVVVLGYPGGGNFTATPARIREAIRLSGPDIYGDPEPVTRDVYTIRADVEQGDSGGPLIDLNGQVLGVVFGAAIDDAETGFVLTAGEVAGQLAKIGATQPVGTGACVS
CCHF vOTU inh – CCHFV vOTU protease inhibition | Pep-AMC fluorescence | inhibition, % at 11.5 µM | actives 0.55% (n = 370,000); in the data active = inhibition above about 30%; note: 0% = vehicle wells with enzyme and 100% = no enzyme wells
SARS 3CLpro inh – SARS-CoV 3CLpro protease inhibition; AID 1706; inhibition, % at 6 µM; actives 0.14% (n = 290,000); P0C6X7; recombinant SARS-CoV 3CLpro, quenched FRET peptide cleavage; in the data active = inhibition above about 12%
TcdB inh – TcdB glycohydrolase inhibition; AID 652162; inhibition, % at 9.99 µM; P18177; actives 0.24% (n = 350,000); TcdB glycohydrolase enzymatic assay, plate reader; in the data active = inhibition above about 10%
VHR inh abs – DUSP3 (human) phosphatase inhibition. actives 0.52% (n = 290,000). recombinant VHR phosphatase, pNPP absorbance. inhibition, % at 13.3 µM. P51452. AID 1654; in the data active = inhibition above about 50%; note: some compounds called inactive have numbers as strong as hits
Target sequence (P51452 whole entry, looked up): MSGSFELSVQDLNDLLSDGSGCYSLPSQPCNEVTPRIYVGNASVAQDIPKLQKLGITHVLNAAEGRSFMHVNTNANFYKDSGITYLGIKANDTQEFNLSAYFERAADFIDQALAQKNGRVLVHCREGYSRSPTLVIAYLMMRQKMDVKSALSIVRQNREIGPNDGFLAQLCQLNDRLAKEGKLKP
An asterisk follows results filed as active; i = inactive; x = not tested or not shown; & = joins results of further samples. Not all compounds are listed; count on the stated rates, not on these rows.

Start of the data: the first two entries as a preview:
Values run as follows: SSB-PriA inh | Yp Topo-I inh | MazF activator | PrPC surface inh | BH1578 lux ind | Rv3671c protease | CCHF vOTU inh | SARS 3CLpro inh | TcdB inh | VHR inh abs
COc1ccc(CCNC(=O)C2CC(c3ccc(C(F)(F)F)cc3)=NO2)cc1 (configuration not stated)
 : -13 | 11 | -5 | 0 | -0.3 | 1 | -3 | x | 0.3 | 15
COc1cccc(/C(O)=C2/C(=O)C(=O)N(Cc3ccco3)C2c2ccncc2)c1 (configuration not stated)
 : x | -12 | 2 | 5 | i | 5 | 9 | -3 | x | 33

The list itself, from the first entry:
Values run as follows: SSB-PriA inh | Yp Topo-I inh | MazF activator | PrPC surface inh | BH1578 lux ind | Rv3671c protease | CCHF vOTU inh | SARS 3CLpro inh | TcdB inh | VHR inh abs
COc1ccc(CCNC(=O)C2CC(c3ccc(C(F)(F)F)cc3)=NO2)cc1 (configuration not stated)
 : -13 | 11 | -5 | 0 | -0.3 | 1 | -3 | x | 0.3 | 15
COc1cccc(/C(O)=C2/C(=O)C(=O)N(Cc3ccco3)C2c2ccncc2)c1 (configuration not stated)
 : x | -12 | 2 | 5 | i | 5 | 9 | -3 | x | 33
Cc1cccc(NC(=O)c2cc(-c3ccccn3)nc3ccccc23)c1C
 : -1 | -6 | 16 | -1 | i | -9 | 2 | -1 | 1.6 | 48
CCCCn1c(N)c(N(CC(C)C)C(=O)C2CCC2)c(=O)[nH]c1=O
 : -10 | -2 | -1 | 2 | 11 | -4 | 11 | x | -9.6 | x
Cc1cccc(C(=O)N[C@H](C(=O)NCCc2ccc(Cl)cc2)C(C)C)c1
 : -22 | 6 | 7 | 3 | -1.2 | 3 | -2 | 0 | -2.0 | 12
COc1ccccc1CNC(=O)COC(=O)/C=C/c1ccc(OC(F)F)c(OC)c1
 : 2 | 4 | -23 | -5 | -0.7 | 9 | 12 | x | 0.8 | x
COc1ccccc1-n1cnnc1SCC(=O)NCc1cccs1
 : -5 | 2 | 4 | 0 | x | -1 | -5 | -3 | x | 23
COc1ccc(S(=O)(=O)N(C(=O)c2ccco2)c2cc3sc(=O)oc3c3ccccc23)cc1
 : 7 | -6 | 1 | -8 | i | -15 | 6 | 5 | 1.1 | -10
Cc1cc(C(=O)OCC(=O)Nc2cc(S(=O)(=O)N(C)C)ccc2C)c2ccccc2n1
 : 2 | -5 | -7 | 1 | 6.7 | -2 | -15 | 0 | 0.2 | 15
COc1ccc(-c2nn(-c3ccccc3)cc2C(=O)N(C)CC(=O)Nc2ccc(N3CCOCC3)cc2)cc1
 : -4 | 1 | -5 | 0 | -0.9 | -2 | 5 | x | 1.0 | x
O=C1NC(=S)NC1=Cc1ccc2c(c1)CCC2
 : 18 | 0 | 0 | -3 | i | x | 15 | x | 3.1 | x
O=C(NCCN1CCCCC1)c1ccco1
 : -10 | 3 | 1 | -6 | 1.8 | 4 | 2 | 0 | x | 18
CSc1ccccc1NC(=O)C1CC(c2ccccc2O)=NO1 (configuration not stated)
 : 2 | 9 | 3 | 0 | i | 1 | -8 | -2 | x | 26
Cn1c(CO)cnc1S(=O)(=O)Cc1ccc([N+](=O)[O-])cc1
 : -9 | -1 | 2 | -16 | -0.3 | 5 | 6 | -2 | x | 9
CCCCOC(=O)c1ccc(NC(=S)NC(=O)c2c(Br)c(C)nn2C)cc1
 : 2 | 6 | -12 | -4 | -0.2 | 2 | -17 | 4 | 0.6 | 1
C=CCNC(=O)COc1ccc(S(=O)(=O)NC2CCCCC2)cc1
 : -8 | -4 | -4 | -3 | -6.2 | 6 | -7 | 8 | 0.1 | 7
C[C@H](CO)N1C[C@H](C)[C@@H](CN(C)C(=O)C2CCCCC2)OCc2cnnn2CCCC1=O
 : x | 0 | 4 | 6 | -0.3 | x | 16 | x | 0.1&0.9&-0.9 | x
COc1ccc(NS(=O)(=O)c2cc(NC(=O)C3=NN(c4ccccc4)C(=O)CC3)ccc2OC)cc1
 : -8 | 21 | 9 | -3 | 0.5 | -23 | 12 | x | -1.2 | x
Cc1ccc(CN2CC(=O)N3[C@H]4c5cc(Cl)ccc5OC[C@@H]4[C@H](c4ccccc4)[C@]3(C)C2=O)cc1
 : 0 | 3 | -12 | 10 | i | -13 | 11 | x | 1.1 | x
CCOc1ccc(C(=O)Nc2ccc(NC(=O)c3ccccc3)c(C)c2)cc1[N+](=O)[O-]
 : -7 | 2 | 9 | 6 | i | x | -17 | 4 | 0.0 | 21
COc1cc(O)c(C(CC(=O)N2CCCC(C)C2)c2cc(OC)c(OC)c(OC)c2)c(OC)c1 (configuration not stated)
 : -4 | 13 | -4 | -6 | i | -11 | -2 | x | -0.3 | -4
CN(C)S(=O)(=O)c1ccc(C(=O)OCn2nnc3ccccc3c2=O)cc1
 : -12 | 4 | 5 | -6 | -1.3 | 1 | 8 | 2 | 2.3 | 19
O=C(c1ccccc1)N1CCN(CC(O)COc2ccc(Br)cc2)CC1 (configuration not stated)
 : -9 | 33 | 2 | 6 | -0.7 | -8 | -3 | -5 | 0.8 | 27
Cc1ccc(C)n1CCN1CCN(C(=O)CC#N)CC1
 : 1 | 14 | 4 | 7 | -0.5 | -7 | 22 | 5 | 0.5 | 44
Cc1ccc(S(=O)(=O)N(C)c2ccc(C(=O)NCc3ccccc3F)cc2)cc1
 : -9 | 25 | 3 | 11 | i | -13 | -2 | x | 0.4 | x
CSc1ccc(/C=C(\NC(=O)c2ccc(C)cc2)C(=O)NN)cc1
 : -2 | 2 | 3 | 2 | -0.6 | -14 | 2 | 7 | 1.1 | 45
Cc1ccc[n+](CC(=O)Nc2nc3ccccc3s2)c1
 : -9 | -8 | 2 | 2 | -1.5 | 2 | 11 | 1 | 2.2 | 1
Cc1c(C(=O)OC2CCCC2)[nH]c2c1C(=O)CC(c1ccco1)C2 (configuration not stated)
 : -7 | -4 | 6 | 16 | -0.2 | -1 | 7 | 1 | 0.9 | -6
COc1cc(CC(=O)OCC(=O)Nc2cccc([N+](=O)[O-])c2)cc(OC)c1OC
 : -5 | -4 | -1 | -5 | -0.1 | 0 | 8 | -5 | 0.5 | -10
Cn1c(Cc2cccs2)nnc1SCC(=O)Nc1ccc(F)cc1F
 : -10 | 12 | -2 | -1 | -1.8 | 8 | 10 | x | 1.8 | x

Single entries from the results shown:
Value of COc1cc(O)c(C(CC(=O)N2CCCC(C)C2)c2cc(OC)c(OC)c(OC)c2)c(OC)c1 (configuration not stated) in PrPC surface inh: -6
Value of Cc1ccc[n+](CC(=O)Nc2nc3ccccc3s2)c1 in Yp Topo-I inh: -8
Value of Cc1ccc(S(=O)(=O)N(C)c2ccc(C(=O)NCc3ccccc3F)cc2)cc1 in MazF activator: 3
Value of CSc1ccc(/C=C(\NC(=O)c2ccc(C)cc2)C(=O)NN)cc1 in Rv3671c protease: -14

Further results
Values run as follows: SSB-PriA inh | Yp Topo-I inh | MazF activator | PrPC surface inh | BH1578 lux ind | Rv3671c protease | CCHF vOTU inh | SARS 3CLpro inh | TcdB inh | VHR inh abs
Cc1ccc(C(=O)Cn2c(C)cc(C)c(C#N)c2=O)cc1
 : 3 | -6 | 3 | 4 | -6.7 | -5 | 2 | 1 | x | 28
COc1ccc(OC)c(C(C(=O)NC2CCCCC2)N(C(=O)c2ccccn2)c2cccnc2)c1 (configuration not stated)
 : -13 | 0 | 13 | 4 | 0.2 | -5 | -2 | 0 | -0.7 | -2
CN(Cc1cnn(C)c1)C(=O)C1CCC(=O)N(Cc2ccc(Cl)cc2)C1 (configuration not stated)
 : -2 | 7 | -2 | -3 | -1.9 | -5 | 3 | 1 | -0.1 | 14
CN(C)c1ccc(/C=C(\NC(=O)c2ccccc2)C(=O)N/N=C/c2ccc(C(=O)O)cc2)cc1
 : x | 4 | 4 | -9 | -0.5 | -9 | 10 | -4 | -1.3 | 15
O=C(Nc1ccc(N2CCCC2)cc1)C(Cl)c1ccccc1 (configuration not stated)
 : 13 | -12 | 7 | x | 1.0 | 10 | x | 1 | x | 13
CC(C)NC(=O)C1(C)CCN1Cc1ccc(-c2ccccc2)cc1 (configuration not stated)
 : x | 21 | x | 1 | -1.2 | x | 3 | x | 1.5 | x
CC1(C(=O)NS(=O)(=O)c2ccccc2)CCN1C(=O)CC1CCCCC1 (configuration not stated)
 : x | 2 | x | -4 | -0.3 | x | 4 | x | 2.1 | x
CNc1nc(-c2ccccc2)nc(-c2ccccc2)c1C#N
 : -6 | -3 | -5 | 1 | x | -2 | 17 | 0 | x | 21
CCN(CC)S(=O)(=O)c1ccc(N=Cc2c(O)n(-c3ccccc3)c(=O)[nH]c2=O)cc1
 : -8 | 6 | 1 | 7 | -0.7 | 1 | 11 | -8 | x | 8
Nc1ccc(OCCCc2c(N)nc(N)nc2N)cc1
 : -5 | -17 | -12 | -2 | 0.6 | -1 | -6 | -3 | 12* | 13
Cc1ccc(/C=N/NC(=O)c2nnn(-c3nonc3N)c2CSc2ccccc2)s1
 : x | -3 | -5 | -3 | -0.2 | -3 | -7 | 2 | 1.7 | -8
Cc1ccc(NC(=O)c2cc(=O)[nH]c3ccc(S(=O)(=O)N4CCOCC4)cc23)cc1
 : -27 | 3 | 0 | 3 | -0.7 | -2 | 2 | x | 0.2 | x
CCc1cccc(NC(=O)CN(C)C2=NS(=O)(=O)c3ccccc32)c1
 : -7 | -1 | 9 | 5 | 0.7 | -1 | -4 | x | 0.2 | x
COc1cc(OC)c(OC)cc1/C=N/NC(=S)NCC1CCCO1 (configuration not stated)
 : x | -1 | 7 | 1 | -0.7 | 2 | -7 | -1 | x | 0
Cc1ccc(F)c(S(=O)(=O)NC(=O)C2(C)CCN2C(=O)c2cccc3ccccc23)c1 (configuration not stated)
 : x | 0 | x | 9 | i | x | -5 | x | -1.6 | x
CCn1c(SCC(=O)Nc2cc(NC(C)=O)ccc2OC)nnc1-c1cccnc1
 : 8 | 1 | 2 | -5 | i | -1 | -6 | -3 | x | 27
Cc1ccc(-n2ncc3c(SCc4ccccc4)ncnc32)cc1
 : -13 | -1 | -3 | -2 | 0.0 | 2 | -11 | 4 | x | 7
O=[N+]([O-])c1ccc(N2CCN(C(=S)c3cccc([N+](=O)[O-])c3)CC2)cc1
 : 6 | -3 | -9 | -1 | i | 1 | -1 | -2 | -0.4 | -7
Cc1ccc(-c2c(NCCc3ccccc3)c(=O)c2=O)cc1
 : -8 | -2 | -18 | -1 | -0.6 | -6 | -5 | -2 | 0.5 | -28
O=C(Nc1ncn[nH]1)c1ccc([N+](=O)[O-])cc1[N+](=O)[O-]
 : -3 | 4 | 2 | -30 | 0.3 | -6 | 9 | 4 | x | 33
CCOc1ccccc1N1CCN(Cc2cc3c(cc2[N+](=O)[O-])OCO3)CC1
 : 24 | -3 | -2 | -12 | -1.7 | 5 | -6 | -6 | -3.1 | -3
Nc1ccc(-c2nc3c(ccc4ccccc43)[nH]2)cc1
 : 26 | -16 | 10 | 4 | 0.5 | 2 | -293 | -3 | 4.4 | 0
CCC(C)(C)NC(=O)Cn1c(-c2ccccc2)cc(C(C)=O)c1C
 : 11 | 5 | 6 | 7 | -0.3 | -5 | 2 | 0 | 1.6 | -1
CC(C)(C)NC(=O)COc1ccc(CNc2ncn[nH]2)cc1
 : 1 | -11 | 3 | -10 | 0.2 | -2 | 1 | 1 | 0.2 | 16
CCc1ccc(NC(=S)Nc2ccc(S(=O)(=O)Nc3ncccn3)cc2)cc1
 : 6 | 5 | 4 | -4 | 0.7 | -19 | 10 | -3 | 0.7 | 9
COc1ccccc1-n1c(-c2cc(-c3ccc(F)cc3)n[nH]2)n[nH]c1=S
 : -10 | 7 | 4 | 6 | 2.1 | -4 | -13 | 7 | 2.0 | 2
CC(C)(C)C1CCC(C(=O)OCC(=O)N2CCN(C(=O)c3ccco3)CC2)CC1 (configuration not stated)
 : -8 | 32 | 0 | 8 | -0.3 | -1 | -3 | 4 | -0.5 | 17
Oc1ccc(-c2nccc(-c3ccccn3)n2)cc1
 : 1 | 1 | -1 | 2 | i | 2 | 9 | -1 | 0.9 | -10
Cc1ccccc1-n1c(SCC(=O)N(C)C2CCS(=O)(=O)C2)nc2ccccc2c1=O (configuration not stated)
 : 12 | -11 | 14 | 9 | i | 3 | -15 | 4 | -0.3 | 12
CCOC(=O)CNS(=O)(=O)c1c(C)noc1C
 : 3 | 8 | 0 | 4 | -0.1 | 2 | 10 | 3 | x | -12
